# Bioassay records as filed in PubChem BioAssay.
# TNF death inh – inhibitors of TNF-alpha induced necroptosis in Jurkat FADD-/- cells; Jurkat FADD-/- TNF necroptosis rescue, ATP luminescence, 24 h; 0 = TNF only, 100 = no-TNF cells; activation (protection from cell death), % at 10 µM; 220,000 compounds, 0.068% hits;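 active = activation, meaning protection from cell death, of at least 50% relative to plate controls; inactive = activation below 50%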;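 also: necroptosis triggered by 40 ng/mL TNF-alpha added together with compound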
# EP2 antag – blocks the human prostaglandin E2 receptor EP2; P43116; C6 glioma cells expressing human EP2, cAMP TR-FRET; cells stimulated with saturating PGE2; inhibition, % at 25 µM; 260,000 compounds, 0.52% hits; AID 1422;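 active = percent inhibition above 40 after rounding to a whole number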;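 also: rat C6 glioma host cells with rolipram phosphodiesterase inhibitor present; the protocol text gives 20 µM as final concentration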
# Target sequence (P43116 whole entry, looked up): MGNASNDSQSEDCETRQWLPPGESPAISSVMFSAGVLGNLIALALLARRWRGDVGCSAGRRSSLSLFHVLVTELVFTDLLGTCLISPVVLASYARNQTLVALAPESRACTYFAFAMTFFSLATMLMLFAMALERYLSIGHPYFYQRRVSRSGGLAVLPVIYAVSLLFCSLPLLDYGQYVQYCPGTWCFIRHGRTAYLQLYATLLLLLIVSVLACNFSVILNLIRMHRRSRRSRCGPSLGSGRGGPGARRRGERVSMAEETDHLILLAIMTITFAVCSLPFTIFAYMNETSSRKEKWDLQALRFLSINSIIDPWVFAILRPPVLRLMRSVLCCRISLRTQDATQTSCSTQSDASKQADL
# PPC-1+TRAIL kill – kills PPC-1 cancer cells in the presence of TRAIL; PPC-1 cells + TRAIL, ATPLite viability luminescence; cell killing (% activity), % at 4 µM; 220,000 compounds, 0.41% hits; AID 1443;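 active = cell killing above 50% in the first pass at 4 µM, then a duplicate retest at 5 µM averaging 50% or more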;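 also: plate controls were cells with TRAIL plus DMSO for no effect and medium-only wells lacking cells for full effect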
# CHOP inh – CHOP inhibition in unfolded protein response; CHO-K1 CHOP-promoter luciferase, tunicamycin-induced, 15-18 h; inhibition, % at 10 µM; 220,000 compounds, 3.8% hits;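 active = compounds that reduced the stress-induced luciferase reporter signal by more than about 70% of percent inhibition, limit read from the data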;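 also: 0% = tunicamycin plus vehicle and 100% = wells without tunicamycin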
# Wee1 stabilizer – blocks degradation of human Wee1 kinase | P30291 | HeLa Luc-Wee1K328M stability, luciferase luminescence; 100% = proteasome inhibitor MG132 effect | reporter increase, % at 5 µM | 220,000 compounds, 1.2% hits | AID 1321;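 active = activation above the mean of all tested compounds plus 3 SD, set per screening run, cut at about 8.8% in these data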;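 also: cells exposed to compound for 20 h before luminescence read; 0% = DMSO alone and 100% = MG132 at 30 µM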
# Target sequence (P30291 whole entry K328M): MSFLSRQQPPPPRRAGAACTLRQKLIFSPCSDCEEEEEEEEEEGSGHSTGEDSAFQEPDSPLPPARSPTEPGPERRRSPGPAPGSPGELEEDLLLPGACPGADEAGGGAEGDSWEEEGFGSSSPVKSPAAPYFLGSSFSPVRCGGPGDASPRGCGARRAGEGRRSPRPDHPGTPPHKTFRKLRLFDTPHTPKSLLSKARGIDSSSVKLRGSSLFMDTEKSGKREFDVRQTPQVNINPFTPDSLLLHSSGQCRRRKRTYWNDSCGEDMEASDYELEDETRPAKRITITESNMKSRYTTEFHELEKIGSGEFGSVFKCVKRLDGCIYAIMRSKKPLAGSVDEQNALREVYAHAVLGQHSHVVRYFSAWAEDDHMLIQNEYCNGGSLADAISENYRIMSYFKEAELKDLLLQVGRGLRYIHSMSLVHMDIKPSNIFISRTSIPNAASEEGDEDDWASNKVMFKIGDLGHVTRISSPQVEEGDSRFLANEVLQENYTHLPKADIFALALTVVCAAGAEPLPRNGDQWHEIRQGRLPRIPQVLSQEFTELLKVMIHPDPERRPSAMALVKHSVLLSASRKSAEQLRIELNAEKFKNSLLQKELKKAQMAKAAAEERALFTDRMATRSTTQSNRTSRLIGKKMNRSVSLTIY
# FXIIa inh 1536 – inhibitors of human coagulation factor XIIa. P00748. purified FXIIa, Boc-QGR-AMC fluorogenic substrate, 2 h. inhibition, % at 5 µM. 220,000 compounds, 0.3% hits. AID 800; in the data active = inhibition above about 40%;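 also: 0% = enzyme with no compound and 100% = blank without enzyme; many of its hits are not listed in these tables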
# L929 necroptosis – L929 zVAD cell death inhibition | 220,000 compounds, 0.38% hits | L929 zVAD necroptosis rescue, ATP luminescence, 24 h; with zVAD 60 µM | AID 1377 | viability rescue, % at 10 µM;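 active = activation, scaled between plate controls, above about 75%, limit read from the data; inactive = activation under that limit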;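 also: 0% = zVAD with DMSO and 100% = DMSO alone without zVAD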
# FXIa inh 1536 – inhibitors of human coagulation factor XIa; P03951; purified FXIa, Boc-Glu-Ala-Arg-AMC fluorogenic substrate; inhibition, % at 5 µM; 220,000 compounds, 0.14% hits; AID 798;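 active = inhibition of at least 40%; inactive = inhibition below 40%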;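 also: fluorescence of freed AMC excited at 355 nm; 0% = enzyme without compound and 100% = no enzyme blank; many of its hits are not listed in these tables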
# Tb hexokinase – T. brucei hexokinase 1 inhibition | recombinant TbHK1, G6PDH-coupled NADH A340 | 220,000 compounds, 0.11% hits | inhibition, % at 10 µM | AID 1430;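 active = inhibition of 50% or more in the single-dose primary screen; inactive = inhibition below 50%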
# * = called active by the depositor; · = no result given; & = joins results of further samples. Not all compounds are listed. The share of hits here may be higher or lower than overall.
SMILES,TNF death inh,EP2 antag,PPC-1+TRAIL kill,CHOP inh,Wee1 stabilizer,FXIIa inh 1536,L929 necroptosis,FXIa inh 1536,Tb hexokinase
N#CC1=C(N)Oc2c(c(=O)oc3ccccc23)C1c1cccnc1 (stereo unspecified),-0.8,8,9,5,-1,1,-1.0,-3,2
COc1ccc(C(=O)Oc2cccc3cccnc23)cc1S(=O)(=O)N1CCOCC1,-2.9,9,19,-2,-3,11,-0.4,2,-3
NC(=O)c1ccc(N=Cc2c(O)n(Cc3ccco3)c(=O)[nH]c2=O)cc1,1.4,5,1,-4,0,11,0.3,-2,-32
Cc1ccccc1N1C(=O)CC(=O)N(c2ccccc2C)C1=O,2.0,11,18,-15,-1,1,0.1,-4,1
Cn1c(O)c(C(=O)c2ccccc2F)c(=O)n(C)c1=O,0.8,4,8,-13,-1,9,0.0,-5,-9
S=c1[nH]c2ccccc2[nH]1,-0.5,5,28,7,8,6,1.9,-5,-5
O=C(CSC1c2ccccc2-c2ccccc21)N/N=C/c1ccccc1,0.5,7,-15,97*,2,20,-1.0,8,-3
CCCCCSc1cc(OC)c(CCN)cc1OC,-19,15,18,-9,2,8,-0.4,2,12
O=C1N(CN2CCOCC2)c2ccccc2C1(O)c1c[nH]c2ccccc12 (stereo unspecified),-5.0,5,-1,-1,0,14,-0.2,10,3
Cc1ccc(C2NC(=S)NC(c3ccc(C)cc3)C23C(=O)NC(=O)NC3=O)cc1 (stereo unspecified),-2.2,6,0,-23,-2,12,0.0,-1,1
O=C(CN1CCCCC1)c1ccccc1F,0.1,4,15,5,-1,5,3.9,-4,-2
CC1CCCN(CC(=O)c2ccc(Cl)c(Cl)c2)C1 (stereo unspecified),-0.9,0,10,-11,2,10,0.3,-1,-1
NCCc1nc2ccccc2s1,2.8,6,26,2,-1,1,6.3,-9,-1
O=C(C(Cc1ccccc1)NS(=O)(=O)c1ccc(F)cc1)N1CCC2(CC1)OCCO2 (stereo unspecified),0.7,14,4,-28,-2,-2,0.6,-7,-3
CC(Cc1ccccc1)NC(=O)CN1CCCC1=O (stereo unspecified),0.7,9,14,-7,-2,12,-0.5,17,3
C=CCn1c(O)c(C=NC2CCN(Cc3ccccc3)CC2)c(=O)[nH]c1=O,1.2,4,-16,12,-2,14,-0.7,3,7
CN(C)c1nc(-c2ccccc2)[n+](C)s1,0.7,2,17,-23,-2,15,1.0,1,-5
Cc1ccc2c(c1)C1CN(C)CCC1N2C(=O)c1cccnc1Cl (stereo unspecified),4.1,4,0,-17,1,8,0.0,2,-3
Cc1sc2c(c1C)C(c1ccc(C(C)(C)C)cc1)=NCC(=O)N2CC(=O)Nc1nccs1,-10,7,-4,84*,0,17,0.0,5,-14
COc1cccc(C(=O)C2CCCN(C3CCOCC3)C2)c1 (stereo unspecified),1.2,2,-9,21,-3,8,0.0,-1,-4
Nc1c(C(=O)NCc2ccco2)c2nc3ccccc3nc2n1Cc1ccccc1,-11,6,24,41,3,7,·,7,-12
C[C@]12CCC(=O)C=C1CC[C@@H]1[C@@H]2C(=O)C[C@]2(C)C(=O)CC[C@@H]12,0.5,13,7,0,-1,5,30,-6,1
CC/C(=C\C=C\[C@@H]1C=C[C@@H]2CCC[C@H]2[C@@H]1C(=O)c1ccc[nH]1)[C@@H]1O[C@@H]([C@@H](C)C(=O)O)CC[C@@H]1C,-1.7,6,27,61,-3,14,0.6,9,43
CN1CCN(c2ccc([N+](=O)[O-])c(N/N=C3\CN4CCC3CC4)c2)CC1,-3.3,9,17,7,-2,-5,0.9,-1,-2
COc1ccc(CN2CCCCC2c2cccnc2)cc1C (stereo unspecified),1.7,9,7,1,-2,9,0.8,-1,-5
Cc1ccc2c(c1)=NC(=O)/C(=C/c1c(O)[nH]c(=O)[nH]c1=O)C=2,-3.1,10,11,-7,-2,1,0.0,-6,-28
CCCCNC(=O)Nc1ccc(C(O)(C(=O)OC)C(F)(F)F)cc1 (stereo unspecified),2.5,15,-6,3,-1,18,3.4,-1,14
CCCC[N+]1(C)C2CC(OC(=O)C(CO)c3ccccc3)CC1C1OC12 (stereo unspecified),1.5,16,-9,4,·,33,-0.3,26,-5
O=c1[nH]c(=S)n(Cc2ccc(F)cc2)c(O)c1/C=N/N1CCCCCC1,-2.0,8,26,63,0,3,0.4,-2,-11
C/C(CC(c1ccccc1)c1c(O)c2ccccc2oc1=O)=N\NC(N)=S (stereo unspecified),-0.7,11,15,13,0,9,·,5,0
CC(C)N(CCC(C(N)=O)(c1ccccc1)c1ccccn1)C(C)C (stereo unspecified),0.3,10&11&17&13,18,10&-26&-24,-2,9,0.8,11,-4
O=c1[nH]sc2cc(F)ccc12,-4.7,6,8,14,0,3,-1.4,-4,6
Cc1ccc(/C=C2/C(=O)NC(=O)N(C)C2=O)cc1,1.3,5,24,16,8.9*,3,0.1,-6,40
O=P(Oc1ccccc1)(Oc1ccccc1)C(Nc1ccccc1)c1ccccc1 (stereo unspecified),-1.1,1,27,46,1,3,-0.3,-3,4
CC(N=Cc1c(O)[nH]c(=O)[nH]c1=O)c1ccccc1 (stereo unspecified),-1.6,3,31,22,1,7,-0.1,-3,0
O=C(CN1CCN(c2ccccc2F)CC1)Nc1cccnc1Cl,0.6,9,8,12,0,9,1.2,-6,1
CC/C(=N\Nc1ccccc1)c1c(O)[nH]c(=O)[nH]c1=O,-5.1,8,15,12,0,6,-0.4,12,-13
Nc1c(C(=O)NCC2CCCO2)c2nc3ccccc3nc2n1Cc1ccco1 (stereo unspecified),-0.7,7,29,18,-3,-3,2.9,-4,-21
OC(CNC1CCCCC1)C(F)(F)F (stereo unspecified),0.0,6,8,2,-2,4,-0.6,-1,0
COc1ccc2c(c1)CC1(CN2C)C(=O)NC(=O)N(c2ccc(C)cc2)C1=O (stereo unspecified),-2.7,10,-1,7,2,11,-0.1,-4,5
CN1CCN(c2cc(N3CCCC3)c([N+](=O)[O-])cc2F)CC1,-2.4,9,22,8,-1,16,-0.3,3,-11
CN(C)C(=O)Oc1cccc2c(OC(=O)N(C)C)cccc12,-1.9,16,1,-3,0,10,-0.5,21,-9
C=CCN1C(=O)c2ccccc2Sc2ccc(C(=O)N3CCC4(CC3)OCCO4)cc21,-1.1,9,14,5,-1,9,-0.1,3,-8
Cc1ccc(CNCCc2ccccc2F)cc1,2.9,10,28,13,1,9,-0.1,6,12
Cc1ccc(C)c(NC(=S)NCCc2cnc[nH]2)c1,-0.3,3,6,5,-1,4,0.3,0,-8
C=CCN1C(=O)NC(=O)C(CCc2ccncc2)(CCc2ccncc2)C1=O,1.0,7,11,1,3,11,1.4,0,-2
CCC(=NCCC(c1ccccc1)c1ccccc1)c1c(O)n(C)c(=O)n(C)c1=O,-0.3,6,11,39,-3,5,1.2,5,-10
O=C1NC(=O)C(=Cc2ccccc2Oc2ccc(F)cc2)C(=O)N1,-1.4,5,-6,-4,-3,2,-0.3,-3,-2
N#CCCn1cc(C=C2C(=O)NC(=O)NC2=O)c(-c2ccccc2)n1,-0.2,6,2,4,0,9,-2.0,3,8
CCCCOP(=O)(OCCCC)/C(C#N)=C(/C)O,-0.7,4,-2,14,0,12,0.0,1,16
Cc1cc(OC(=O)N(C)C)nc(-c2ccc(C)c(Cl)c2)n1,4.3,2,-1,-15,1,4,0.4,8,5
COc1ccccc1OCC(=O)N1CCN(Cc2ccc3c(c2)OCO3)CC1,1.5,9,6,46,-1,6,0.1,-4,-3
CN(C)CC1CCCCC1OC(=O)c1ccc(Cl)c(Cl)c1 (stereo unspecified),8.6,3,13,26,-2,3,1.5,-6,13
CC(C)COc1ccc(C2(C#N)CC[N+](C)(C)CC2)cc1,-2.3,13,17,-12,2,8,-0.1,9,3
Cn1c(O)c(C(c2ccccn2)c2c(O)n(C)c(=S)[nH]c2=O)c(=O)[nH]c1=S,-1.3,·,19,-5,-2,27,0.2,20,-9
CCOC(=O)C1=C(N)Oc2cc(C)oc(=O)c2C12C(=O)N1c3c(cccc32)C(C)=CC1(C)C (stereo unspecified),-1.1,6,1,14,-2,11,-0.5,-2,-9
CCOc1ccc(CN(CCCl)CCCl)cc1C(=O)OC,-1.3,0,1,7,-1,14,0.3,3,0
CCCC(C)C1(CC)C(=O)NC(=Nc2ccc(OC)cc2)NC1=O (stereo unspecified),4.3,3,11,3,5,10,0.9,4,-4
O=C1NC(=O)N(CCc2ccc(F)cc2)C(=O)/C1=C/c1ccco1,-0.2,13,·,-23,1,-1,0.9,-6,14
CC(c1ccc(F)cc1)n1cc(C(=O)NCc2ccc3c(c2)OCO3)nn1 (stereo unspecified),6.6,20,2,48,2,14,2.8,3,-10

# New compounds follow:
SMILES,TNF death inh,EP2 antag,PPC-1+TRAIL kill,CHOP inh,Wee1 stabilizer,FXIIa inh 1536,L929 necroptosis,FXIa inh 1536,Tb hexokinase
CCN(CC)C(=O)c1ccc(NC(=O)c2cc(-n3cnnc3)ccc2Cl)cc1,0.2,3,25,24,0,5,0.1,7,1
CC(C)CCOC(=O)c1c(N)n(CC2CCCO2)c2nc3ccccc3nc12 (stereo unspecified),-7.3,15,8,-3,10*,-6,0.0,-8,-9
CC(C)CN1CCN(Cc2cccc3c2OCO3)CC1CCO (stereo unspecified),0.3,8,8,-7,4,8,-0.7,5,1
O=C(c1cc(Br)ccc1Cl)N1CCC2(CC1)OCCO2,-1.2,3,5,30,1,5,-0.1,1,2
O=C1NC(=O)C(Cc2cccs2)C(=O)N1,-1.0,8,22,-12,0,27,0.5,3,2
CN(C)c1ccc([P+](=O)c2ccc(N(C)C)cc2)cc1,0.2,7,-11,4,0,1,2.7,-4,-2
CCCc1nc2ccccc2c(=O)n1-c1ccc(OC)cc1,-0.4,13,10,-39,0,7,-0.1,-2,1
CCOc1cc(C(=O)N2CCC3(CC2)OCCO3)cc(OCC)c1OCC,-1.2,10,8,-26,-2,13,0.1,4,0
COc1ccc2c(c1)CC1(CN2C)C(=O)NC(=O)N(c2ccc(F)cc2)C1=O (stereo unspecified),-1.0,3,5,-10,1,12,0.0,2,-11
O=C1NC(=O)N(CCc2ccc(F)cc2)C(=O)/C1=C/C=C/c1ccccc1,-21,4,11,80*,0,13,-0.6,2,-23
CCC(=O)OC1(c2ccccc2)C(C)CN(C)CC1C (stereo unspecified),0.4,8&8,-31,32,-3,2,-0.3,-4,0
CN1C2CCC1CC(OC(=O)c1ccc(Cl)cc1)(C(=O)O)C2 (stereo unspecified),2.8,9,-4,22,-2,1,-0.1,-3,-1
O=P(Nc1c(Cl)cccc1Cl)(c1ccccc1)c1nc2c(s1)CCCC2 (stereo unspecified),-1.4,4,17,7,1,15,-0.1,0,-4

# Reprinted at random: two compounds from above
SMILES,TNF death inh,EP2 antag,PPC-1+TRAIL kill,CHOP inh,Wee1 stabilizer,FXIIa inh 1536,L929 necroptosis,FXIa inh 1536,Tb hexokinase
CCN(CC)C(=O)c1ccc(NC(=O)c2cc(-n3cnnc3)ccc2Cl)cc1,0.2,3,25,24,0,5,0.1,7,1
CCCc1nc2ccccc2c(=O)n1-c1ccc(OC)cc1,-0.4,13,10,-39,0,7,-0.1,-2,1

# As entered above:
# Entry for CCN(CC)C(=O)c1ccc(NC(=O)c2cc(-n3cnnc3)ccc2Cl)cc1 under TNF death inh: 0.2
# Entry for O=C(c1cc(Br)ccc1Cl)N1CCC2(CC1)OCCO2 under EP2 antag: 3
# Entry for CCC(=O)OC1(c2ccccc2)C(C)CN(C)CC1C (stereo unspecified) under L929 necroptosis: -0.3
# Entry for O=P(Nc1c(Cl)cccc1Cl)(c1ccccc1)c1nc2c(s1)CCCC2 (stereo unspecified) under L929 necroptosis: -0.1
# Entry for CN(C)c1ccc([P+](=O)c2ccc(N(C)C)cc2)cc1 under PPC-1+TRAIL kill: -11
